Compound activity: PubChem BioAssay, The Scripps Research Institute Molecular Screening Center
PAFAH1B2 inh: inhibitors of human PAFAH1B2; P68402; inhibition, % at 3.39 µM; recombinant PAFAH1B2, FP-rhodamine activity probe, fluorescence polarization; 340,000 tested, 1.2% active;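 active = inhibition above the mean of all tested compounds plus 3 SD, cut at about 24% in these data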;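 note: 0% = enzyme with DMSO and 100% = wells lacking PAFAH1B2; many of its hits are not listed in these tables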
PREPL inhibitor: human PREPL enzyme inhibition; Q4J6C6; recombinant PREPL, fluorescence polarization activity-based probe; inhibition, % at 5.96 µM; 320,000 tested, 0.68% active; in the data active = inhibition above about 43%;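 note: 0% = enzyme with DMSO and 100% = wells lacking enzyme; many of its hits are not listed in these tables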
Target sequence (Q4J6C6 whole entry, looked up): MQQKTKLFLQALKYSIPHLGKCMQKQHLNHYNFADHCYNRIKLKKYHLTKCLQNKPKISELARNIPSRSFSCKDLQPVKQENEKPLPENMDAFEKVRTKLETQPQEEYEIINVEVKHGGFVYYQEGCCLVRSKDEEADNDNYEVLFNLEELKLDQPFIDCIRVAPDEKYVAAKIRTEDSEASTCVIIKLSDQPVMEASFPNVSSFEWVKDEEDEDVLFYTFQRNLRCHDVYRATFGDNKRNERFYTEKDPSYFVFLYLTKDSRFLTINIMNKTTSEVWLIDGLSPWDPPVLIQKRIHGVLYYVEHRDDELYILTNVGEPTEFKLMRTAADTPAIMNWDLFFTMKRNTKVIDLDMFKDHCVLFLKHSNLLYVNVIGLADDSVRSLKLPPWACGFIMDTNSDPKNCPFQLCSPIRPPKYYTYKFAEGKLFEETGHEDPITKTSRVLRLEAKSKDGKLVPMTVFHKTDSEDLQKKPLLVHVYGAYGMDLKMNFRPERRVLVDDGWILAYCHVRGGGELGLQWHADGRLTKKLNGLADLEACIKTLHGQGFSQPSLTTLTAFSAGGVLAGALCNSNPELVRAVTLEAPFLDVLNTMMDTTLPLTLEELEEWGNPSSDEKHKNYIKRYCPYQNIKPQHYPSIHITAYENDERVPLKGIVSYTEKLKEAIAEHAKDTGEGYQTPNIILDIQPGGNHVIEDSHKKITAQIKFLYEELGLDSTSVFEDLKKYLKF
GSTO1 inh: blocks human GSTO1 in RBBP9 counter-screen. P78417. recombinant GSTO1, activity-based probe fluorescence polarization. inhibition, % at 5.96 µM. 300,000 tested, 1.1% active. AID 1974;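 active = inhibition above the campaign mean inhibition plus 3 SD, cut at about 35% in these data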;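 note: 0% = GSTO1-1 with DMSO and 100% = wells lacking GSTO1-1 enzyme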
LYPLA2 counter: blocks human lysophospholipase 2, a PME1 counter-screen. recombinant LYPLA2, FP-Rh probe fluorescence polarization. O95372. 320,000 tested, 0.38% active. inhibition, % at 5.9 µM;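 active = inhibition above the screen-wide mean plus 3 SD, limit set per campaign, cut at about 26% in these data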;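 note: 0% = LYPLA2 with DMSO and 100% = wells lacking LYPLA2 enzyme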
LYPLA1 inh: blocks human lysophospholipase 1, a PME1 counter-screen; recombinant LYPLA1, FP-Rh probe fluorescence polarization; inhibition, % at 5.9 µM; 320,000 tested, 0.16% active;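 active = inhibition above the mean of all tested compounds plus 3 SD, set per campaign, cut at about 14% in these data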;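 note: inhibitors block serine hydrolase probe labeling of LYPLA1 so polarization falls; 0% = enzyme with DMSO and 100% = wells lacking LYPLA1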
PAFAH1B3 inh: blocks human PAF acetylhydrolase 1B catalytic subunit 3; 340,000 tested, 0.28% active; AID 492972; inhibition, % at 3.39 µM; recombinant PAFAH1B3, FP-rhodamine probe, fluorescence polarization;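 active = inhibition above the screen-wide average of all tested compounds plus 3 SD, cut at about 25% in these data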;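 note: 0% = enzyme with DMSO only and 100% = wells lacking PAFAH1B3 protein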
pPAFAH FP inh: pPAFAH (human) enzyme inhibition; inhibition, % at 3.39 µM; recombinant pPAFAH, FP-rhodamine probe fluorescence polarization; 330,000 tested, 1.5% active; Q13093;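 active = inhibition above the mean inhibition across the screen plus 3 SD, cut at about 25% in these data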;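 note: inhibitors block binding of the rhodamine activity-based probe so polarization drops; 0% = enzyme with DMSO and 100% = wells lacking pPAFAH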
PAD4 FP inh: inhibitors of human PAD4 | AID 485272 | recombinant PAD4, RCA probe fluorescence polarization | inhibition, % at 6.36 µM | 330,000 tested, 0.41% active | Q9UM07;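 active = percent inhibition above a cutoff equal to the mean of all tested compounds plus 3 SD, cut at about 15% in these data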;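 note: 0% = PAD4 with RCA probe and DMSO and 100% = probe without PAD4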
PAFAH2 FP inh: PAFAH2 (human) inhibition | Q99487 | inhibition, % at 3.39 µM | AID 492956 | recombinant PAFAH2, FP-rhodamine activity probe, fluorescence polarization | 340,000 tested, 0.99% active;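 active = inhibition above the mean over all tested compounds plus 3 SD, cut at about 30% in these data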;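 note: inhibitors block probe labeling of enzyme so polarization drops; 0% = enzyme with DMSO and 100% = wells lacking PAFAH2 protein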
* hit, by the source's call; / = no result given; & = joins results of further samples. An excerpt (hit frequency here may not be typical).

smiles,PAFAH1B2 inh,PREPL inhibitor,GSTO1 inh,LYPLA2 counter,LYPLA1 inh,PAFAH1B3 inh,pPAFAH FP inh,PAD4 FP inh,PAFAH2 FP inh
Cc1ccsc1CCNC(=O)C1CCC(=O)N(CCc2cccc(F)c2)C1 (centres undefined),1,-2,4,-4,-1,-1,-3,0,5
COCc1nnc(NC(=O)CSCc2ccccc2)s1,7,-4,8,2,-1,5,3,2,-3
Cc1nn(Cc2ccccc2)c(C)c1NC(=O)CSc1n[nH]c(C)c1[N+](=O)[O-],0,3,1,-5,2,-2,8,-1,2
CC(=O)c1ccc(O)c(CO)c1,2,-6,6,8,3,2,0,-5,-2
Cc1cc(C)c(CSc2nnnn2-c2ccc(C(=O)O)cc2)c(C)c1,6,-27,4,3,1,6,-1,3,-5
COc1cccc(NC(=O)Cn2c3ccccc3c3nc4n(c(=O)c32)CCS4)c1,-3,13,1,2,-4,-5,12,2,5
Cc1cc(=O)n2c(c1C#N)SC1CCCCC12O (centres undefined),-1,0,-3,-2,-3,-1,2,-1,2
COC(=O)[C@H](CC(C)C)NC(=O)Nc1ccc(S(N)(=O)=O)cc1,5,7,0,2,4,-1,2,-2,2
COc1cc(NC(=O)c2cc([N+](=O)[O-])ccc2NC(=O)CN2CCN(c3ccccn3)CC2)cc(OC)c1,9,15,-7,-24,-17,-15,5,-8,-12
CCCCC(=O)Nc1cccc(-c2nnc(-c3ccccc3)o2)c1,-4,-7,-4,10,-8,4,0,3,-5
O=C(/C=C/Nc1ccccc1)c1ccccc1,-1,11,3,1,5,3,2,-1,2
CCOc1ccc(CCNC(=O)CN2C(=O)CCSc3ccccc32)cc1OCC,1,-16,2,4,5,4,-3,0,-6
CC(C)(C)OC(=O)[C@H](Cc1ccccc1)NC(=O)c1nc[nH]c1C(=O)NCCCCCN,1,13,2,3,1,-5,0,3,10
O=C(/C=C/c1cccc(F)c1)OCC(=O)c1ccc[nH]1,8,2,/,/,/,13,10,-6,23
COc1ccc(NC(=S)Nc2ccc(F)cc2)cc1,-2,-4,3,6,1,15,-1,1,-1
CC1CCCCN1CC(=O)Nc1cc(S(=O)(=O)N2CCOCC2)ccc1N1CCCC1 (centres undefined),0,7,5,0,-3,2,4,-4,-4
COc1ccccc1C(=O)Nc1ccc(C(=O)N2CCCC2)cc1,-3,1,5,4,1,-6,-1,1,3
CCOC(=O)c1c(N2C(=O)Nc3cc(Cl)c(Cl)cc3N2O)sc2c1CCCCC2,2,21,-34,-8,-5,16,10,-1,8
CCCn1c(SCC(=O)N2CCCC(C)C2)nnc1-c1ccccn1 (centres undefined),1,2,12,-7,-2,9,4,2,-1
O=C(O)/C=C/c1ccc(Cn2ccnc2)cc1,-3&3,8,6,-4,-4,7&5,-3,-2,2&-7
Cn1c(SCc2ccc(C#N)cc2)nnc1-c1ccncc1,4,-6,1,-2,-2,13,3,0,8
COc1cc(NS(=O)(=O)c2ccc(NC(=O)/C(=C/c3ccccc3Cl)NC(=O)c3ccccc3)cc2)nc(OC)n1,0,-2,-4,2,-3,2,3,-7,-10
CCOc1ccccc1NC(=O)COC(=O)c1cc[n+]([O-])cc1,4,8,-3,-3,2,7,-6,1,6
O=C(CNC(=O)c1ccc(Br)o1)Nc1ncccc1O,10,4,6,0,-1,10,0,0,1
CCn1nc(C)c(NC(=O)CCCSc2nc(-c3ccco3)cc(C(F)(F)F)n2)c1C,-2,4,7,2,5,4,14,5,0
COc1ccccc1NC(=O)C1=C(C)Nc2ncnn2C1c1ccccc1C (centres undefined),0,11,-4,3,-1,9,8,3,-4
COc1ccc(NC(=O)c2ccccc2NC(=O)C2CCCO2)cc1 (centres undefined),-4,10,7,9,5,-2,2,-6,5
Cc1ccc(S(=O)(=O)Nc2nncs2)cc1,9,11,-5,-5,-1,14,-3,-4,10
CC(=O)Nc1cccc(C(=O)Nc2cccnc2)c1,0,-5,8,1,1,8,4,-5,4
Cc1ccc(SC(=O)c2c([N+](=O)[O-])c(C)nn2C)cc1,2,-2,11,8,1,-1,-4,2,3

Complete entries as entered above:
Shown for `Cc1ccsc1CCNC(=O)C1CCC(=O)N(CCc2cccc(F)c2)C1` (centres undefined) = PAFAH1B2 inh: 1; PREPL inhibitor: -2; GSTO1 inh: 4; LYPLA2 counter: -4; LYPLA1 inh: -1; PAFAH1B3 inh: -1; pPAFAH FP inh: -3; PAD4 FP inh: 0; PAFAH2 FP inh: 5
Shown for `O=C(CNC(=O)c1ccc(Br)o1)Nc1ncccc1O` = PAFAH1B2 inh: 10; PREPL inhibitor: 4; GSTO1 inh: 6; LYPLA2 counter: 0; LYPLA1 inh: -1; PAFAH1B3 inh: 10; pPAFAH FP inh: 0; PAD4 FP inh: 0; PAFAH2 FP inh: 1

(listing goes on)
smiles,PAFAH1B2 inh,PREPL inhibitor,GSTO1 inh,LYPLA2 counter,LYPLA1 inh,PAFAH1B3 inh,pPAFAH FP inh,PAD4 FP inh,PAFAH2 FP inh
C=CCn1c(=O)c2ccccc2n2c(SCC(=O)NCC)nnc12,3,5,2,2,1,1,6,-4,0
COc1ccccc1CNC(=O)c1cc(C)nc2ccccc12,3,2,1,1,4,7,5,-3,-4
COCCn1c(-c2ccccc2)cnc1SCC(=O)Nc1cccc2ccccc12,6,1,-3,3,0,0,4,-3,2
Cc1ccc(C(=O)C(OC(=O)c2cnccn2)c2ccccc2)cc1 (centres undefined),5,-8,6,1,1,3,-2,-6,1
CC(=O)N(c1ccc2oc(=O)sc2c1)S(=O)(=O)c1ccc(C(=O)O)cc1,10,3,24,-4,-2,4,14,12,7
COc1ccc(NC(=O)Cn2c3ccccc3c3nc4n(c(=O)c32)CCS4)cc1,-1,-6,-14,-3,-4,0,5,-5,1
O=C(O)c1nn(CCOc2ccccc2F)c(=O)c2ccccc12,2,-15,4,1,0,5,5,13,2
Cn1c(/N=C/c2cc(Cl)ccc2O)nc2ccccc21,/,16,3,1,0,/,-3,-4,/
Cc1cc(C(F)(F)F)c2c(N)c(C(=O)NC3CC3)sc2n1,-1,10,3,2,3,5,-3,-1,-4
CSc1nc(NNC=O)cc(Oc2ccc(NC(C)=O)cc2)n1,2,0,-1,-6,-1,9,0,3,3
O=C(CSc1ccc(-c2ccco2)nn1)N1CCCCCC1,-1,14,15,8,4,0,5,-1,6
O=C1[C@H]2[C@@H](c3ccc(F)cc3)N3C(=O)N(c4cccc(Cl)c4)C(=O)[C@@]3(Cc3ccccc3)[C@H]2C(=O)N1C1CCCCC1,-6,3,4,-7,-2,1,0,7,-6
FC(F)(F)c1cccc(CN2CCC(c3cc(-c4cccs4)n[nH]3)CC2)c1,0,-32,-1,4,1,3,-2,-1,2
C#CCNC(=O)C1=C[C@@H](C2CCCCC2)C[C@@H](OCc2ccc(CO)cc2)O1,6,2,-3,0,1,0,6,-3,-2
O=C(N/C(=C/C=C/c1ccccc1)C(=O)N1CCOCC1)c1ccccc1Cl,-2,18,2,7,8,4,5,-2,3
COc1ccc(/C=C/C(=O)c2ccc([N+](=O)[O-])o2)cc1,0,8,25,4,2,3,7,1,5
Oc1ccc(N=Nc2ccc3c(c2)OCO3)c2ccccc12,/,4,-4,14,-4,/,17,1,/
O=C(c1ccc(F)cc1)N1CCCC(C(=O)N2CCCCC2)C1 (centres undefined),2,13,7,4,-1,-4,-1,1,-1

Gathered by group, the compounds so far with a Cl atom
smiles,PAFAH1B2 inh,PREPL inhibitor,GSTO1 inh,LYPLA2 counter,LYPLA1 inh,PAFAH1B3 inh,pPAFAH FP inh,PAD4 FP inh,PAFAH2 FP inh
CCOC(=O)c1c(N2C(=O)Nc3cc(Cl)c(Cl)cc3N2O)sc2c1CCCCC2,2,21,-34,-8,-5,16,10,-1,8
COc1cc(NS(=O)(=O)c2ccc(NC(=O)/C(=C/c3ccccc3Cl)NC(=O)c3ccccc3)cc2)nc(OC)n1,0,-2,-4,2,-3,2,3,-7,-10
Cn1c(/N=C/c2cc(Cl)ccc2O)nc2ccccc21,/,16,3,1,0,/,-3,-4,/
O=C1[C@H]2[C@@H](c3ccc(F)cc3)N3C(=O)N(c4cccc(Cl)c4)C(=O)[C@@]3(Cc3ccccc3)[C@H]2C(=O)N1C1CCCCC1,-6,3,4,-7,-2,1,0,7,-6
O=C(N/C(=C/C=C/c1ccccc1)C(=O)N1CCOCC1)c1ccccc1Cl,-2,18,2,7,8,4,5,-2,3

Arranged by length of the SMILES (falling): part of the list above
smiles,PAFAH1B2 inh,PREPL inhibitor,GSTO1 inh,LYPLA2 counter,LYPLA1 inh,PAFAH1B3 inh,pPAFAH FP inh,PAD4 FP inh,PAFAH2 FP inh
C#CCNC(=O)C1=C[C@@H](C2CCCCC2)C[C@@H](OCc2ccc(CO)cc2)O1,6,2,-3,0,1,0,6,-3,-2
C=CCn1c(=O)c2ccccc2n2c(SCC(=O)NCC)nnc12,3,5,2,2,1,1,6,-4,0
CSc1nc(NNC=O)cc(Oc2ccc(NC(C)=O)cc2)n1,2,0,-1,-6,-1,9,0,3,3
